High-throughput results from PubChem BioAssay.
SRC1 inh: inhibits human SRC1 coactivator. Q15788. HEK293 GAL4-SRC1 luciferase reporter, luminescence. inhibition, % at 3.6 µM. 0.12% of 360,000 active. AID 588354;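 active means inhibition above the campaign mean plus 3 SD, with each screening campaign given its own cutoff, cut at about 60% in these data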;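 further: 0% = DMSO treated cells and 100% = gossypol at 36 µM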
TWEAK-Fn14 inh: blocks TWEAK-Fn14 interaction in a reporter cell assay. TWEAK-stimulated Fn14 reporter cells, luciferase luminescence, 8 h. inhibition, % at 10 µM. 2% of 360,000 active; in the data active means inhibition above about 50%
NCOA3 inh: inhibits human SRC3 coactivator; Q9Y6Q9; HEK293 GAL4-SRC3 luciferase reporter, luminescence; inhibition, % at 3.6 µM; 0.17% of 360,000 active; AID 588352;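 active means inhibition above a per-campaign cutoff, the mean of all compounds plus 3 SD, cut at about 60% in these data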;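 further: 0% = DMSO-treated cells and 100% = gossypol-treated cells at 36 µM; higher means less SRC3-driven luciferase light from the GAL4 reporter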
TROY signal inh: TROY signaling inhibition; Q293 LMP1-TROYcd NF-kB luciferase reporter, 4 h; inhibition, % at 10 µM; 0.98% of 360,000 active;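 active means compounds whose plate-normalised and pattern-corrected inhibition of the luciferase reporter signal at the single screening dose is 50% or more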
NOD2-RIPK2 inh: inhibitors of human NOD2-RIPK2 interaction | CHO BLA complementation NOD2-RIPK2, CCF4 ratio | 0.38% of 360,000 active | O43353 | inhibition, % at 4.98 µM | AID 624267; in the data active means inhibition above about 21%;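 further: 0% = vehicle only and 100% = reference blocker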
Target sequence (O43353 whole entry, looked up): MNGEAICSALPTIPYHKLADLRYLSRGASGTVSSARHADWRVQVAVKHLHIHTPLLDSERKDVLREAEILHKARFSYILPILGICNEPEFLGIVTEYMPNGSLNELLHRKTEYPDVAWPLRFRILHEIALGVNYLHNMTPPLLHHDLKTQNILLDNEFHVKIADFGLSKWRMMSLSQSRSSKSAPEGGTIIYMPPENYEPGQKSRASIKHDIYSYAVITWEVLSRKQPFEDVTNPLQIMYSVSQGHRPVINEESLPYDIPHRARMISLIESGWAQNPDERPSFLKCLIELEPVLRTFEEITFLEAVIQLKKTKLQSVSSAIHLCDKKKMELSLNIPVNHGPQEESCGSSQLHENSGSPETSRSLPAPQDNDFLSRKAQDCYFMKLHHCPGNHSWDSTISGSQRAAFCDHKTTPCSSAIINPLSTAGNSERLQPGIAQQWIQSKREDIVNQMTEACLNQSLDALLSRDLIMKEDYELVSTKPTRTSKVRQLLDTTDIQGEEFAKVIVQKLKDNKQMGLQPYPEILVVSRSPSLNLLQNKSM
ABHD5 PLIN5 PPI: ABHD5-PLIN5 protein interaction inhibition. inhibition, % at 4 µM. 0.78% of 360,000 active. Split G. princeps luciferase complementation, luminescence, 4 h;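 active means inhibition above the mean inhibition across every tested compound plus 3 SD, cut at about 22% in these data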;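 further: 0% = DMSO only wells and the 100% control is not disclosed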
SRC2 inh: inhibits human steroid receptor coactivator 2 | HEK293 GAL4-SRC2 luciferase reporter, luminescence | inhibition, % at 9 µM | 0.17% of 370,000 active;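 active means inhibition above the mean inhibition of all tested compounds plus 3 SD, set per campaign, cut at about 52% in these data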;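 further: 0% = DMSO treated cells and 100% = cells given Gossypol at 36 µM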
NR5A2 inv ag: inverse agonists of human LRH-1 (NR5A2); O00482; HEK293T StAR-luciferase reporter, LRH-1 transfected, 24 h; inhibition, % at 3.6 µM; 0.13% of 360,000 active; AID 602396;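 active means inhibition above the mean inhibition of all tested compounds plus 3 SD, cut at about 73% in these data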;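 further: 0% = DMSO wells and 100% = reporter-only cells lacking LRH-1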
Granule exo inh: blocks lytic granule exocytosis; 0.66% of 360,000 active; TALL-104 LAMP-1 surface exposure, flow cytometry; cells stimulated with thapsigargin and PMA; inhibition, % at 10 µM;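 active means inhibition above about 55%, limit read from the data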
NR2F2 inh: inhibitors of human COUP-TFII (NR2F2); P24468; HEK293T NGFI-A luciferase reporter, luminescence; inhibition, % at 8.6 µM; 0.7% of 370,000 active;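 active means inhibition above a per-plate cutoff, mean inhibition of test wells between control levels plus 3 SD, cut at about 38% in these data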;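 further: cells cotransfected with COUP-TFII expression vector driving the NGFI-A reporter; 0% = median of COUP-TF2 test wells and 100% = reporter-only cells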
Target sequence (P24468 whole entry, looked up): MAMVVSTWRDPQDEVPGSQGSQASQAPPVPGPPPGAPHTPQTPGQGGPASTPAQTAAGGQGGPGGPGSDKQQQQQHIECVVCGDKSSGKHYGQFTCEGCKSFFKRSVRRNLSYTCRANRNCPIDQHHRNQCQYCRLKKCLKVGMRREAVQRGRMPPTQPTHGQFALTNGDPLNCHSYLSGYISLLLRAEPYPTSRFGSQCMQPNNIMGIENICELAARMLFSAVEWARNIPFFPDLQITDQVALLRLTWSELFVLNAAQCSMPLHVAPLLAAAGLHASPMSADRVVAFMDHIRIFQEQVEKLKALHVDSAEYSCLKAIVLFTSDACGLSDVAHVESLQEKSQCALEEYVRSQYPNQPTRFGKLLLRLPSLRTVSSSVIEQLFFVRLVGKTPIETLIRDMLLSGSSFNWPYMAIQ
TLR9-MyD88 block: blocks human TLR9 binding to MyD88; CHO BLA complementation TLR9-MyD88, CCF4 FRET ratio; 0.21% of 340,000 active; Q9NR96+Q99836; inhibition, % at 4.98 µM;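 active means inhibition above the mean over all tested compounds plus 3 SD, cut at about 21% in these data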;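 further: 0% = DMSO only wells and 100% = clavulanate BLA inhibitor control wells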
The depositor's hits bear a star; . = no result given. Not all compounds are listed; rates above refer to the full screens.

A first look:
SMILES	SRC1 inh	TWEAK-Fn14 inh	NCOA3 inh	TROY signal inh	NOD2-RIPK2 inh	ABHD5 PLIN5 PPI	SRC2 inh	NR5A2 inv ag	Granule exo inh	NR2F2 inh	TLR9-MyD88 block
O=C(CN1C(=O)c2ccccc2C1=O)Nc1ccccc1C(=O)NC1CCCCCC1	2	-10	-10	24	-3	-8	18	-20	-6	-5	-5
Cc1cc(C)c(NC(=O)CN(C)C(=O)CNC(=O)c2cccs2)c(C)c1	-12	-3	18	1	-12	-3	-22	2	8	2	-8
Cc1cccc(NC(=O)N2CCN(Cc3ccc(Cl)cc3)CC2)c1	-15	1	4	-29	-10	5	-6	7	-3	8	2
COc1ccc(CN2CCN(S(=O)(=O)c3ccccc3)CC2)c(OC)c1OC	-3	-3	9	3	-4	6	5	21	-7	26	0
O=S(=O)(Nc1ccc(NS(=O)(=O)c2ccccc2)cc1)c1ccccc1	-7	-3	10	-7	5	-7	8	0	-8	7	-4

This part in full, repeating the preview:
SMILES	SRC1 inh	TWEAK-Fn14 inh	NCOA3 inh	TROY signal inh	NOD2-RIPK2 inh	ABHD5 PLIN5 PPI	SRC2 inh	NR5A2 inv ag	Granule exo inh	NR2F2 inh	TLR9-MyD88 block
O=C(CN1C(=O)c2ccccc2C1=O)Nc1ccccc1C(=O)NC1CCCCCC1	2	-10	-10	24	-3	-8	18	-20	-6	-5	-5
Cc1cc(C)c(NC(=O)CN(C)C(=O)CNC(=O)c2cccs2)c(C)c1	-12	-3	18	1	-12	-3	-22	2	8	2	-8
Cc1cccc(NC(=O)N2CCN(Cc3ccc(Cl)cc3)CC2)c1	-15	1	4	-29	-10	5	-6	7	-3	8	2
COc1ccc(CN2CCN(S(=O)(=O)c3ccccc3)CC2)c(OC)c1OC	-3	-3	9	3	-4	6	5	21	-7	26	0
O=S(=O)(Nc1ccc(NS(=O)(=O)c2ccccc2)cc1)c1ccccc1	-7	-3	10	-7	5	-7	8	0	-8	7	-4
C/C(=N\NC(=O)c1ccc(Br)o1)c1cc2c(cc1NC(=O)CCC(=O)O)OCO2	-3	-2	-23	-33	-2	3	11	-70	2	-1	8
Cc1ccc(S(=O)(=O)Cn2nnnc2CN2CCCC3(CCCCC3)C2)cc1	7	15	6	12	-5	-10	28	0	1	12	-7
CSc1ccccc1OCc1cc(C(=O)NC2CCc3ccccc32)no1 (stereo not given)	3	-39	-28	-26	6	-5	4	4	5	-9	1
Nc1nc2c(c(=O)[nH]1)C(c1ccccc1)C1=C(N2)c2ccccc2C1=O (stereo not given)	6	15	10	-10	-9	7	-2	-10	-3	-7	-10
Cc1c(N)cc(S(=O)(=O)O)cc1NC(=O)c1cccc([N+](=O)[O-])c1	3	-28	-4	-1	0	3	-10	20	-3	-17	7
CCOC(=O)C1CCCN(S(=O)(=O)c2cc3c4c(c2)CCC(=O)N4CCC3)C1 (stereo not given)	3	18	3	8	-8	4	0	7	-4	15	-2
COC(=O)c1sc(S(=O)(=O)N2CCN(CCO)CC2)c(C(=O)OC)c1C	-2	-10	1	3	-4	0	-22	4	-3	-11	4
CC(C)NC(=O)N(C)C[C@H]1OCCCC[C@H](C)Oc2ccc(NS(=O)(=O)c3ccccc3)cc2C(=O)N([C@H](C)CO)C[C@H]1C	-4	-11	15	-8	4	-6	9	3	-3	-16	-8
CCCC(=O)Nc1ccc(Cl)c(NC(=O)CC)c1	-9	2	0	9	6	-2	-2	0	-1	-8	-3
COc1ccc(N(CC(=O)NN=C2CCN(C)CC2)S(=O)(=O)c2ccc(NC(C)=O)cc2)cc1	13	-15	-5	10	-10	3	3	-17	-4	6	-7
Cc1cc(C)c2cc(CN(Cc3nnnn3C3CCCCC3)CC3CCCO3)c(=O)[nH]c2c1 (stereo not given)	0	18	-17	-15	4	-4	-2	4	5	-1	10
COc1ccc(S(=O)(=O)N2CCOCC2)cc1NC(=O)c1ccc2c(c1)OCCO2	-10	2	-1	7	-10	-2	8	10	-1	1	-6
COc1ccc(-c2nnc(SCC(=O)c3ccco3)n2-c2ccccc2)cc1	-10	4	4	-5	1	1	-17	-3	-1	-12	-3
CC1Cc2ccccc2N1CC(=O)NC(c1ccccc1)c1ccccc1 (stereo not given)	14	9	-2	2	-9	-2	-4	4	0	-3	5
CCc1cccc(C)c1NC(=S)N(CCN(C)C)Cc1cccs1	5	8	5	-7	-5	5	-18	7	0	2	7

An excerpt from above, limited to SRC1 inh, TROY signal inh and TWEAK-Fn14 inh.
structure	SRC1 inh	TROY signal inh	TWEAK-Fn14 inh
COc1ccc(N(CC(=O)NN=C2CCN(C)CC2)S(=O)(=O)c2ccc(NC(C)=O)cc2)cc1	13	10	-15
CC1Cc2ccccc2N1CC(=O)NC(c1ccccc1)c1ccccc1 (stereo not given)	14	2	9
Cc1cc(C)c2cc(CN(Cc3nnnn3C3CCCCC3)CC3CCCO3)c(=O)[nH]c2c1 (stereo not given)	0	-15	18

The list continues:
SMILES	SRC1 inh	TWEAK-Fn14 inh	NCOA3 inh	TROY signal inh	NOD2-RIPK2 inh	ABHD5 PLIN5 PPI	SRC2 inh	NR5A2 inv ag	Granule exo inh	NR2F2 inh	TLR9-MyD88 block
COC(=O)C1(NC(=O)CNC(=O)OCc2ccccc2)CCCC1	0	36	-4	-6	-6	14	7	13	6	8	-9
C/C(CC1(O)/C(=N/O)CCc2nonc21)=N\O (stereo not given)	-6	-10	0	2	4	1	-2	-6	-2	12	3
Cc1ccc(-c2nnc3sc(-c4ccncc4)nn23)cc1	7	-27	12	1	-1	5	-14	15	-1	-4	-3
Cc1ccc(S(=O)(=O)N2CCOCC(=O)NCCOCCNC(=O)COCC2)cc1	-4	-5	-5	11	-21	2	19	13	0	-4	-6
CC(NC(=O)CNC(=O)c1ccco1)c1ccccc1 (stereo not given)	-5	32	10	17	-63	0	-6	12	8	-16	-1
COc1ccc2[nH]cc(C=O)c2c1	-18	-17	-6	1	-4	4	7	10	1	3	-12
COc1cc2ccc(C=O)cc2cc1OC	-21	11	-13	-12	0	-1	0	4	8	-3	-13
O=C(CSc1nc2cc(Cl)ccc2s1)c1ccco1	-11	-9	-28	-30	-18	-3	-25	-28	0	-23	5
O=C(Nc1cccc(Cl)c1)OCCN1CCN(Cc2ccccc2)CCC1=O	-12	-3	-11	-29	3	6	18	1	2	-1	4
CC(=O)c1cccc(NC(=O)Cn2cnc(S(=O)(=O)N3CCC(C)CC3)c2)c1	6	-7	6	-31	-13	-2	.	-9	-6	.	-13

Two compounds drawn at random from the list so far:
SMILES	SRC1 inh	TWEAK-Fn14 inh	NCOA3 inh	TROY signal inh	NOD2-RIPK2 inh	ABHD5 PLIN5 PPI	SRC2 inh	NR5A2 inv ag	Granule exo inh	NR2F2 inh	TLR9-MyD88 block
C/C(CC1(O)/C(=N/O)CCc2nonc21)=N\O (stereo not given)	-6	-10	0	2	4	1	-2	-6	-2	12	3
COc1ccc2[nH]cc(C=O)c2c1	-18	-17	-6	1	-4	4	7	10	1	3	-12

More structures
SMILES	SRC1 inh	TWEAK-Fn14 inh	NCOA3 inh	TROY signal inh	NOD2-RIPK2 inh	ABHD5 PLIN5 PPI	SRC2 inh	NR5A2 inv ag	Granule exo inh	NR2F2 inh	TLR9-MyD88 block
CNc1nc(N)c(C(=O)Nc2cc(C)on2)s1	-33	11	2	-14	3	-5	-17	-8	0	-10	6
CCN(CC)c1ccc(/C=N/n2nnnc2N)c(O)c1	-2	0	-26	11	-3	-4	-18	-10	-2	10	3
COC(=O)c1ccc(CNC(=O)C2CCC(=O)N(CCCc3ccccc3)C2)cc1 (stereo not given)	-18	-21	16	-6	-16	-2	-12	10	8	-5	-2
CC(C)(C)c1nnc2sc(SC/C(O)=C(\C#N)c3nc4ccccc4[nH]3)nn2c1=O	-2	-6	-4	-7	4	-3	2	3	-2	11	-7
Cc1cc(S(=O)(=O)Nc2c(NC3CCCCC3)c3ccccc3oc2=O)ccc1F	-8	18	11	10	-7	6	-3	-2	-14	-7	-9
COC(=O)c1ccccc1NC(=O)CSc1nnc(-c2cccnc2)n1C	-16	-2	-12	0	8	-3	-3	-13	3	11	6
O=C(NCCCN1CCCC1=O)c1cccc(S(=O)(=O)N2CCN(c3ccccc3)CC2)c1	-6	12	9	7	0	6	11	3	3	-3	-5
Cc1cc(/N=C/C=C2\N(C)c3ccccc3C2(C)C)n(CCC#N)n1	-10	-7	25	5	-4	6	-4	0	1	-17	-7
CCN1CCN(CCn2c(=S)[nH]c3cc4c(cc3c2=O)OCO4)CC1	-31	-1	-17	-11	3	3	-12	-3	2	4	3
Cc1c(Br)c([N+](=O)[O-])nn1CC(=O)NCCc1ccc(Cl)cc1	10	8	-1	-5	5	1	8	4	0	6	-3
COc1cc(CNCc2cccs2)ccc1OCc1cccs1	-8	5	3	-26	0	12	-12	1	-1	-5	0
Cc1cccc(NC(=O)N[C@@H](C)C(=O)O)c1	-34	-19	2	9	9	0	-8	-4	2	-4	5
CC(C)(C)CC(=O)NC(=S)NCc1ccccc1	-14	2	5	-10	10	-10	-25	0	-3	-8	-19
CC1=C(C(=O)OC(C)C)C(c2cccc(F)c2)N2C(=O)C(C)SC2=N1 (stereo not given)	-3	0	10	1	-12	-9	5	2	-3	5	4
NS(=O)(=O)c1ccc(NC(=O)CCCC(=O)O)cc1	-38	5	-17	-6	-4	7	-7	7	0	-12	1
CCOc1ccc(S(=O)(=O)N2CCN(C(=O)CCC(=O)N3CCOCC3)CC2)cc1	-1	18	-14	-4	-12	13	1	5	-3	5	5
O=C(NC(Cc1ccccc1)C(=O)O)c1ccc(S(=O)(=O)N2CCOCC2)cc1 (stereo not given)	-32	7	16	10	-7	-3	-3	-15	-6	5	2
CCNCCC(=O)N1c2ccccc2Sc2ccc(NC(=O)OCC)cc21	11	-1	9	2	-3	11	4	21	4	-6	-1
Cn1c(CCN2CCOCC2)nc2cc(NC(=O)COc3ccc([N+](=O)[O-])cc3)ccc21	-14	5	3	0	-2	1	-49	-11	2	-2	-3
COC(=O)c1cc([N+](=O)[O-])ccc1N1CCN(Cc2ccccc2)CC1	17	-8	12	5	1	4	8	14	0	-15	-3

Sorted by length of the SMILES (largest number first): part of the list above
SMILES	SRC1 inh	TWEAK-Fn14 inh	NCOA3 inh	TROY signal inh	NOD2-RIPK2 inh	ABHD5 PLIN5 PPI	SRC2 inh	NR5A2 inv ag	Granule exo inh	NR2F2 inh	TLR9-MyD88 block
CCNCCC(=O)N1c2ccccc2Sc2ccc(NC(=O)OCC)cc21	11	-1	9	2	-3	11	4	21	4	-6	-1
NS(=O)(=O)c1ccc(NC(=O)CCCC(=O)O)cc1	-38	5	-17	-6	-4	7	-7	7	0	-12	1
CC(C)(C)CC(=O)NC(=S)NCc1ccccc1	-14	2	5	-10	10	-10	-25	0	-3	-8	-19

Following part:
SMILES	SRC1 inh	TWEAK-Fn14 inh	NCOA3 inh	TROY signal inh	NOD2-RIPK2 inh	ABHD5 PLIN5 PPI	SRC2 inh	NR5A2 inv ag	Granule exo inh	NR2F2 inh	TLR9-MyD88 block
CCc1noc(C)c1C(=O)N1CCCC(C(=O)c2ccc(OC)c(F)c2)C1 (stereo not given)	1	14	-2	4	-1	7	18	-2	5	-9	3
COc1cc2cnncc2cc1OC	-11	10	0	-13	0	-5	-3	0	-2	6	-3
O=C(c1ccccc1)c1ccc(N2CCN(C(=O)c3cccc(F)c3F)CC2)c(F)c1	6	11	0	23	-3	2	4	-7	26	27	-12
COc1ccccc1-n1c(SCC(=O)Nc2cc(C)on2)nc2c([nH]c3ccccc32)c1=O	9	2	1	1	-3	2	13	7	-2	-10	-7
